MEX-5 binding: MEX-5 zinc finger RNA-binding disruptors – biochemical, C. elegans, fluorescence polarization, MLPCN library, primary screen | Zinc finger protein mex-5 (Caenorhabditis elegans), Q9XUB2 | MEX-5/FITC-TCR2 RNA binding; active compounds read low | activity score (negative = inhibition of binding), % at 10 µM | hit rate 0.38% among 300,000;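 active = inhibition past about -25% in most replicates, and total fluorescence under double the plate's negative control median, limit read from the data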;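 note: 0% = DMSO and -100% = 5 µM competing unlabeled TCR2 RNA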
Target sequence (Q9XUB2 whole entry, looked up): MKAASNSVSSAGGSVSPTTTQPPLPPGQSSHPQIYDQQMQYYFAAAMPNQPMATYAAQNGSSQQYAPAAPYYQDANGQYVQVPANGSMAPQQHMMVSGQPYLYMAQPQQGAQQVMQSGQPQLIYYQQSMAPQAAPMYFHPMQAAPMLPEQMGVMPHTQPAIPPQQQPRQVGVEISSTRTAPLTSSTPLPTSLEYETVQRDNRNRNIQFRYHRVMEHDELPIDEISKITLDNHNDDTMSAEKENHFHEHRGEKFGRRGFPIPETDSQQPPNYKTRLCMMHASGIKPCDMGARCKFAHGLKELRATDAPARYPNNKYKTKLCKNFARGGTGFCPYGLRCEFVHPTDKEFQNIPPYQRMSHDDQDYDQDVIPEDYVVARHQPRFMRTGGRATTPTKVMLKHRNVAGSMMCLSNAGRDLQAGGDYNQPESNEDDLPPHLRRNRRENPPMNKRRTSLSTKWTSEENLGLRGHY
PME-1 primary: PME-1 inhibitors via competitive probe labeling, primary screen, biochemical, fluorescence polarization, FP-Rh probe, HTS | Protein phosphatase methylesterase 1 (Homo sapiens), Q9Y570 | recombinant PME-1 | inhibition, % at 5.9 µM | hit rate 0.53% among 320,000 | AID 2130, 2009;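 active = inhibition above the campaign mean of all compounds plus 3 SD, cut at about 26% in these data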;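 note: competitive labeling of PME-1 active site by serine hydrolase directed probe; 0% = PME-1 with DMSO and 100% = wells lacking PME-1 enzyme; inhibitors block probe labeling so polarization falls and inhibition rises; many of its hits are not listed in these tables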
BCLXL inh: inhibitors of human Bcl-xL, primary screen, biochemical, fluorescence polarization, HTS | GST-Bcl-xL / FITC-Bim BH3 peptide fluorescence polarization | inhibition, % at 10.9 µM | hit rate 0.7% among 320,000 | AID 2129, 2009;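 active = inhibition above the mean of all tested compounds plus 3 SD, cutoff set per campaign, cut at about 30% in these data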;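 note: 0% = DMSO wells and 100% = unlabeled Bim-BH3 peptide competitor; inhibitors lower millipolarization by displacing the labeled peptide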
GSTO1 inh: inhibitors of recombinant GSTO1, primary screen, counter-screen for RBBP9 inhibitor project, biochemical, fluorescence polarization; Glutathione S-transferase omega-1 (Homo sapiens), P78417; activity-based probe fluorescence polarization; inhibition, % at 5.96 µM; hit rate 1.1% among 300,000;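 active = inhibition above the campaign mean inhibition plus 3 SD, cut at about 35% in these data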;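 note: 0% = GSTO1-1 with DMSO and 100% = wells lacking GSTO1-1 enzyme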
GLD-1 RNA inh: GLD-1/TGE RNA complex disruptors, primary screen, biochemical, fluorescence polarization; hit rate 0.44% among 320,000; inhibition, % at 5.96 µM; purified GLD-1 + fluorescein TGE RNA; Female germline-specific tumor suppressor gld-1 (Caenorhabditis elegans), Q17339;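 active = percent inhibition above a per-plate cutoff, the plate mean of test compounds plus 3 SD, cut at about 30% in these data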;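 note: 0% = DMSO wells with GLD-1 and probe and 100% = wells lacking GLD-1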
Target sequence (Q17339 whole entry, looked up): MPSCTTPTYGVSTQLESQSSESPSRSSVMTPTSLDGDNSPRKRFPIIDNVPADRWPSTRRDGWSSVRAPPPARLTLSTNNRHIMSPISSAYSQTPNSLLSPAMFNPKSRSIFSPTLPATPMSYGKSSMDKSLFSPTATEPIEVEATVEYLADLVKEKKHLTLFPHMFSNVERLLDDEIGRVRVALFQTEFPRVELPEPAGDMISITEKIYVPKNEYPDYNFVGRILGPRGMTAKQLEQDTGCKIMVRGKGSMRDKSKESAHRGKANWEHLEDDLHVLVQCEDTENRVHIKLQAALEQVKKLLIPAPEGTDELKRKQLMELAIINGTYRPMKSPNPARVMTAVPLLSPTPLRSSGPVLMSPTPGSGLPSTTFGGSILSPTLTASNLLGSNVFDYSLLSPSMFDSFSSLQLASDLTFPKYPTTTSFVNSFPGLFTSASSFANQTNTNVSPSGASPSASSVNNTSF
Fam108B counter: mouse Fam108B serine hydrolase inhibitors, primary screen, counter-screen for RBBP9 inhibitor project, biochemical, fluorescence polarization; recombinant Fam108B, FP-Rh probe fluorescence polarization; inhibition, % at 9.51 µM; hit rate 0.33% among 300,000;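 active = inhibition above the screen mean inhibition plus 3 SD, computed separately per campaign, cut at about 18% in these data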;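 note: inhibitors lower polarization as less probe binds the enzyme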
MCL1-BIM inh: inhibitors of MCL1 binding to BIM-BH3, primary screen, biochemical, fluorescence polarization; Induced myeloid leukemia cell differentiation protein Mcl-1 (Homo sapiens), Q07820; GST-MCL1 / FITC-Bim-BH3 fluorescence polarization; inhibition, % at 10.9 µM; hit rate 0.68% among 320,000;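 active = inhibition above the mean inhibition of all tested compounds plus 3 SD, set per campaign, cut at about 40% in these data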;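 note: 0% = DMSO wells and 100% = unlabeled Bim-BH3 peptide control; higher means more loss of mP so more displacement of Bim peptide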
TPT1 inh: Candida albicans TPT1 enzyme inhibitors, primary screen, biochemical, fluorescence polarization. recombinant caTPT1, FP RNA substrate dephosphorylation. inhibition, % at 5 µM. hit rate 0.81% among 300,000. AID 1962, 2009;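 active = inhibition above the mean of all tested compounds plus 3 SD, set per screening campaign, cut at about 24% in these data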;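 note: plate controls were DMSO alone for no effect and ferristatin control at 100 nM for full effect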
PAD4 inh: human PAD4 inhibitors, primary screen, biochemical, fluorescence polarization, 1536-well format | recombinant PAD4, RCA probe fluorescence polarization | inhibition, % at 6.36 µM | hit rate 0.41% among 330,000 | AID 485272, 2010;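 active = percent inhibition above a cutoff equal to the mean of all tested compounds plus 3 SD, cut at about 15% in these data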;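 note: 0% = PAD4 with RCA probe and DMSO and 100% = probe without PAD4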
Active calls of the source: *; / = not tested or not shown.

Every second line gives: PAD4 inh, BCLXL inh, MCL1-BIM inh, GSTO1 inh, MEX-5 binding, Fam108B counter, TPT1 inh, GLD-1 RNA inh, PME-1 primary
COc1ccccc1C(=O)Nc1ccc(S(=O)(=O)Nc2cnc3ccccc3n2)cc1
    -3, 2, -1, -1, 0.3, -2, -3, -7, -1
Cc1cc2ncc(C(=O)Nc3ccsc3C(=O)O)c(C)n2n1
    -1, -1, -1, 1, 2.8, 2, -2, -3, -2
CN(C)CCCNc1oc(-c2ccccc2)nc1C#N
    0, 4, 5, 6, 1.0, 1, -9, -1, -1
CCCS(=O)(=O)N1CCc2cc(OC)c(OC)cc2C1
    -5, 7, 8, 8, 0.6, -2, 2, 2, 4
Cc1c(OC(C)C(=O)NCCN2CCOCC2)ccc2c3c(c(=O)oc12)CCCC3 (configuration not stated)
    5, 5, 6, 9, 0.6, 4, 1, 6, 0
O=C(NC1CCCC1)c1ccc2nc(-c3ccco3)c(-c3ccco3)nc2c1
    7, 41*, 64*, 63*, /, 18, -2, 9, 10
Cc1cccc2nc(CSc3ccccc3C(=O)O)cn12
    -2, 2, 5, 3, 2.7, -1, 8, 4, 4
COc1ccc(NC(=O)c2cccnc2)cc1OCC(C)C
    -19, 4, -2, 1, -1.2, 2, -3, -4, 3
CCc1ccc(C(=O)NC(=S)Nc2ccc3c(c2)OCCO3)cc1
    2, 3, 6, 2, 0.8, -3, -1, -2, -1
CCOC(=O)C(=CNCC(=O)O)C(=O)OCC
    -1, 2, -5, -1, -4.0, -1, 0, 7, 2
Cc1ccc(S(=O)(=O)Nc2cccc(-n3cnnn3)c2)cc1
    -4, 5, -2, 5, 0.2, 3, -3, 9, -5
COc1cc(NC(=O)CN2c3ccccc3CC2C)cc(OC)c1OC (configuration not stated)
    -1, 2, -3, -5, -1.3, 3, -3, -5, -5
CC(C)CCn1c(=O)c(C(=O)N/N=C/c2cccc(F)c2)c(O)c2ccccc21
    0, 3, 11, 5, 0.2, 1, 3, 3, 2
COC(=O)C1=C(COc2ccccc2)NC(=O)NC1c1ccc(Br)cc1 (configuration not stated)
    4, 1, -7, 0, -0.4, 3, 0, -1, 3
COc1cc2c3c(c1OC)C1(C=CC(=O)C=C1)CC3N(C(=O)CCC(=O)O)CC2 (configuration not stated)
    0, 13, 7, -2, -1.5, 5, -3, -2, 4
Cn1c(=O)c2c(nc(N3CCc4ccccc4C3)n2Cc2ccccc2F)n(C)c1=O
    -4, -5, 0, 2, -4.3, -4, 3, -5, -7
O=C(COc1ccccc1)N1CCN=C1SCc1ccc(F)cc1
    -3, 2, 2, 14, 0.4, 1, -2, -5, -1
Cc1ccc(NC(=S)N2CCCCCC2)c(C)c1
    -5, 0, 9, -2, 1.5, 0, -1, 2, 1
O=C(NCc1ccccc1)c1ccc(Cn2cc(C(F)(F)F)ccc2=O)cc1
    -3, 9, 5, 1, -1.1, 2, -1, 1, 3
CC(NC(=S)NCCc1ccccc1)C(c1cccs1)N1CCN(C)CC1 (configuration not stated)
    -3, -2, 6, 0, 1.0, -4, -4, 0, 2
CCOC(=O)c1ccc2ncc(C(=O)OCC)c(NCc3ccco3)c2c1
    -4, 33*, 30, 10, -3.5, -2, -7, 39*, -34
CC(NC(=O)NC(=O)c1ccc(Cl)cc1)c1ccccc1 (configuration not stated)
    1, 5, 9, -2, 1.7, 5, -2, 2, 5
O=C(NC1=NCCS1)C1COc2ccccc2O1 (configuration not stated)
    0, 2, 0, -10, 2.9, 0, -3, -3, -1
COc1cc(CN2CCN(C(=O)c3ccc(-c4ccccc4)cc3)CC2)cc(OC)c1OC
    -1, 4, 6, 2, -5.1, 2, -3, 5, -3
Cc1cc(C)c(C(=O)COC(=O)C2CCN(c3ccc(C(F)(F)F)cn3)CC2)c(C)c1
    4, -4, -8, /, /, /, /, 4, -2
CC1CC(C)CN(C(=O)c2ccc(CSc3nc4ccncc4[nH]3)cc2)C1 (configuration not stated)
    3, -6, -5, -8, 1.1, -1, 2, -1, -3
O=C(CCNC(=O)c1ccccc1Cl)Nc1nccs1
    -4, 2, -1, 5, 2.1, 0, 0, -8, 4
CN1C(=O)/C(=C/c2ccccc2F)Sc2ccc(C(=O)N3CCCC3)cc21
    -3, -3, 4, -3, -0.2, 0, 2, -3, 21
CN(CC(=O)Nc1ccc(Cl)c(C(F)(F)F)c1)C(=O)c1cc(=O)c2ccccc2o1
    1, 6, 4, /, /, /, /, 3, 4
COc1ccc(CCNCC(=O)Nc2ccc(C)c(Br)c2)cc1OC
    2, 8, 6, 4, 0.5, 3, -1, 5, 5
CCOc1ccc(S(=O)(=O)N2CCCC(C(=O)NC3CC3)C2)cc1Cl (configuration not stated)
    0, -1, -8, 0, 3.4, 2, 2, -3, 4
CCn1c(CNC(=O)Cc2ccc(OC)cc2)nnc1SCC(=O)Nc1ccc(C(=O)O)cc1
    -1, -1, 0, 2, 0.2, 4, -4, 1, -1
Cc1ccc(CSc2nnc(-c3ccccn3)n2C)cc1
    -4, 0, 3, 4, -1.1, 1, 1, 4, 1
NC(=O)c1ccc(-n2nnnc2Oc2ccccc2C(=O)N2CCOCC2)cc1
    -3, 2, -1, -1, -1.5, -3, -4, 5, -5
CCNC(=O)CN(Cc1ccccc1)S(=O)(=O)c1ccccc1
    -2, 6, 2, -1, 2.5, 3, 2, 4, 0
CC(C)(C)c1ccc(OCCC(=O)OCC(=O)NC2CCCCC2)cc1
    -2, -1, -3, 10, -5.8, -4, 0, 3, 1
O=C1CCC(=O)N1N1C(=O)C2C3c4ccccc4C(c4ccccc43)C2C1=O (configuration not stated)
    1, 4, -1, 8, -6.4, -4, 3, 0, -7
COc1ccc(Nc2ccc(N3C(=O)CCCC3=O)cc2[N+](=O)[O-])cc1OC
    2, 5, 0, 1, -0.1, 1, -2, -7, -2
CCOc1ccc(NC(=O)COC(=O)Cc2ccc(S(=O)(=O)N3CCOCC3)s2)cc1
    -11, -4, -2, -4, -2.0, -5, 3, 0, -1
CCC(=O)/C=C1/Sc2ccc(OC)cc2N1CC
    4, 5, 8, 3, 4.2, 4, -4, 8, 2
COc1ccc(CCNC(=O)COC(=O)Cc2cc(OC)c(OC)c(OC)c2)cc1
    -2, 7, 6, 0, 2.3, 0, -4, -4, -3
O=C(Oc1ccccc1/C=C\C(=O)c1cc2ccccc2o1)c1ccccc1
    -1, 2, 3, -9, -1.0, -17, -1, -3, -23
O=C(OCc1ccccc1)c1ccc(Br)o1
    0, -6, -3, 6, 1.4, -4, -1, 1, 4
O=C(CN1C(=O)c2cccnc2Oc2ccc(Cl)cc21)N1CCOCC1
    -4, 5, 7, 3, 1.6, 0, -3, 5, 5
O=c1oc2ccccc2c(O)c1C=NCc1ccccn1
    -8, 3, 3, -11, -0.9, -4, 1, 0, -3
CC(=O)NCCC(=O)Nc1nc(-c2ccc3c(c2)OCCO3)cs1
    -10, 0, -5, 6, 2.5, 0, 3, 2, -4
COC(=O)c1cc(OCC(=O)NC2CCCc3ccccc32)cc(C(=O)OC)c1 (configuration not stated)
    -1, -2, 41*, 3, -0.7, -1, -2, 4, 3
COc1ccc(NC(=O)CSc2nnc(NC(=O)c3ccccc3C(=O)O)s2)cc1
    -6, 6, 8, -5, -2.1, -2, -3, -5, -2
NC(N)=NC1=NC(=O)C(Cc2ccccc2Cl)S1 (configuration not stated)
    2, 3, -1, 5, 0.2, 2, -2, 3, -3
COc1cccc(C2C(C(=O)c3sc(C)nc3C)=C(O)C(=O)N2CCN2CCOCC2)c1OC (configuration not stated)
    -1, 1, 7, 6, -0.5, -1, -1, 6, 3
CCCCn1c(-c2cccc(C)c2)nc2cc3[nH]c(=O)c(C(C)C)nc3cc21
    -8, 22, 22, 3, -9.1, -2, 7, 7, 7
O=C(NC(=O)N1CCN(c2ccc([N+](=O)[O-])cn2)CC1)c1c(Cl)cccc1Cl
    -1, 3, 8, -2, 0.1, -1, -4, 1, -1
O=C(Oc1ccc2ccccc2c1Cl)N1CCCC1
    -3, 3, 7, 13, 1.8, 0, 1, 7, 1
Cc1ccc(C2(c3ccccc3)NC(=O)N(CC(=O)NCc3ccco3)C2=O)cc1C (configuration not stated)
    -6, -3, 0, /, /, /, /, 3, -13
COc1ccc(Cn2c(C3CC3)nc3ccc(NC(=O)c4ccco4)cc3c2=O)cc1
    -1, 3, -4, -8, 3.2, -4, -3, 5, -4
Cc1ccc(C(=O)Nc2cccc(C(F)(F)F)c2)cc1NC(=O)c1cnnc2ccccc12
    0, 4, 10, 2, 2.8, -7, -1, -4, -5
COc1cccc(-c2cn3nc4c(nc3n2)CCCC4)c1
    -17, 5, -5, 20, -8.6, 1, 23, -2, 7
Fc1ccc(-c2nc3ccccc3[nH]2)cc1
    -1, 3, 8, 2, 0.5, 6, 1, 5, -2
NCC(c1ccccc1Cl)c1c[nH]c2ccccc12 (configuration not stated)
    -4, 0, 3, -4, -1.5, 0, -1, -2, -7
N#Cc1cccc(NC(=O)c2ccccc2C(=O)O)c1
    -7, 1, 3, 7, -0.6, 5, -1, 1, -7
COc1ccc2nc(NC(=O)CCNS(=O)(=O)c3ccc4c(c3)oc(=O)n4C)sc2c1
    -2, 0, -5, 2, 2.5, -4, -3, 6, -2

Not all compounds are listed; count on the stated rates, not on these rows.
